Rac1 act GTP bind: modulators of GTP binding to human Rac1 activated mutant. AID 764. hit rate 0.11% among 190,000. percent activity (GTP binding), % at 10 µM. GST-Rac1 activated beads, fluorescent GTP binding, flow cytometry; actives lie on both sides; 100% means binding = to untreated wells. P63000;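 active means GTP binding at least 20 percentage points away from the 100% baseline, in either direction, so actives lie on both sides; inconclusive means Compound likely fluorescent itself, or too few beads counted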
Rab7 wt GTP bind: modulators of GTP binding to dog Rab7 wildtype GTPase; GST-Rab7 beads, fluorescent GTP binding, flow cytometry; actives lie on both sides; untreated = 100%, excess cold GTP = 0%; GTP binding activity (percent of control), % at 10 µM; hit rate 0.055% among 190,000; AID 758;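 active means fluorescent GTP binding to Rab7 beads changed by at least 20 points from the 100% baseline, either direction, mostly lower; inconclusive means compound itself probably fluorescent, or too few beads counted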;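 further: median green fluorescence of bound Bodipy-FL-GTP per Rab7 bead population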
Cdc42 wt GTP: changes GTP binding to wildtype human Cdc42; P60953; GST-Cdc42 beads, Bodipy-GTP binding, flow cytometry; actives lie on both sides; percent activity (GTP binding), % at 10 µM; hit rate 0.2% among 190,000; AID 761;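 active means percent activity GTP binding at least 20 points away from the 100% baseline, either down as inhibitor or up as activator; inconclusive means compound flagged as likely green fluorescent from well-wide comparison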;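 further: median bead fluorescence of bound Bodipy-FL-GTP at 100 nM; 0% = excess unlabeled GTP control and 100% = no compound control; below 100% means less GTP binding so inhibitor and above means activator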
Target sequence (P60953 whole entry, looked up): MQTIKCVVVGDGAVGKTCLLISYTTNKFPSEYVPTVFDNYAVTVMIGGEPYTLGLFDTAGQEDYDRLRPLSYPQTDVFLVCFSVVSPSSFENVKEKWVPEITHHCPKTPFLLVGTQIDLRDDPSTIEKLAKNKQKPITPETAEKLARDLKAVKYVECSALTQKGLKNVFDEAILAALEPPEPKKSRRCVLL
Pf gamet viab: inhibitors of late stage P. falciparum gametocyte viability | hit rate 0.065% among 150,000 | AID 743093 | P. falciparum stage V gametocytes, ATP luminescence, 24 h | inhibition, % at 10.9 µM;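 active means inhibition above the mean plus 3 SD of compounds within the control limits, set per campaign, cut at about 38% in these data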;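 further: 0% = DMSO wells and 100% = medium only without gametocytes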
Rab2 wt GTP: changes GTP binding to wildtype dog Rab2A, up or down | P61105 | GST-Rab2 wt beads, Bodipy-GTP binding, flow cytometry | GTP binding activity, % at 10 µM | hit rate 0.19% among 190,000;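 active means GTP binding activity at least 20 points away from 100%, either lowered or raised; inconclusive means signal likely due to the compound's own green fluorescence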;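 further: 0% = beads with excess unlabeled GTP and 100% = no-compound control corrected for plate trend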
Rac1 wt GTP bind: modulators of human Rac1 wildtype GTP binding | P63000 | GST-Rac1 beads, fluorescent GTP binding, flow cytometry; actives lie on both sides; 0 = cold GTP competed, 100 = untreated | GTP binding activity (% of control), % at 10 µM | hit rate 0.27% among 190,000 | AID 757;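 active means GTP binding activity at least 20 points away from the 100% control level, either lower or higher; inconclusive means compound flagged as likely green fluorescent, judged across all proteins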
ABCB1 inh: blocks JC-1 efflux by human ABCB1 transporter | AID 1326 | CCRF-Adr cells, flow cytometry | hit rate 0.067% among 190,000 | inhibition, % at 6.6 µM | P08183; in the data active means inhibition above about 40%;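 further: 0% = vehicle and 100% = reference inhibitor; higher value means more JC-1 retained so stronger ABCB1 efflux block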
Avidin bead fluor: avidin bead compound fluorescence profile | Avidin beads, compound fluorescence 488/530 nm, flow cytometry; active compounds read high | fluorescence (KMESF) at 10 µM | hit rate 0.38% among 220,000; in the data active means fluorescence above about 47; further: inactives centre near 10
GSH fluor: compound fluoresces at 488/530 nm on GSH beads | AID 1776 | GSH beads flow cytometry, compound fluorescence 488/530 nm; active compounds read high | fluorescence (KMESF) at 10 µM | hit rate 0.25% among 190,000; in the data active means fluorescence above about 89;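 further: glutathione beads carrying GST-tagged Bcl family fusion proteins plus one bare bead set; values are compound well signal with DMSO vehicle wells as background; inactives centre near 16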
HRas wt GTP: modulators of GTP binding to human HRas wildtype; GTP binding activity, % at 10 µM; GST-Ras wt beads, Bodipy-FL-GTP binding, flow cytometry; actives lie on both sides; hit rate 0.14% among 190,000; AID 759;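 active means GTP binding activity at least 20% away from the 100% baseline, either lowered as inhibitor or raised as activator; inconclusive means flagged as likely green fluorescent, judged across all proteins in the well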;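 further: 0% = unlabeled GTP competition control and 100% = no-compound control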
Target sequence (P01112 whole entry, looked up): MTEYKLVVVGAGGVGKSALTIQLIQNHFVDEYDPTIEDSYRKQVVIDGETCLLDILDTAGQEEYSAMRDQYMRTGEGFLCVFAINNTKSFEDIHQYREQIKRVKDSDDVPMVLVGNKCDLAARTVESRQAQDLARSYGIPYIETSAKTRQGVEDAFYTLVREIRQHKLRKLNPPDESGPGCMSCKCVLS
ABCG2 block: inhibitors of human ABCG2 transporter, ABCB1 counter-screen; IgMXP3 cells, JC-1 efflux, flow cytometry; inhibition, % at 6.6 µM; hit rate 0.1% among 190,000;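 active means inhibition above 80%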;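 further: 0% = DMSO and 100% = nicardipine control wells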
Target sequence (Q9UNQ0 whole entry, looked up): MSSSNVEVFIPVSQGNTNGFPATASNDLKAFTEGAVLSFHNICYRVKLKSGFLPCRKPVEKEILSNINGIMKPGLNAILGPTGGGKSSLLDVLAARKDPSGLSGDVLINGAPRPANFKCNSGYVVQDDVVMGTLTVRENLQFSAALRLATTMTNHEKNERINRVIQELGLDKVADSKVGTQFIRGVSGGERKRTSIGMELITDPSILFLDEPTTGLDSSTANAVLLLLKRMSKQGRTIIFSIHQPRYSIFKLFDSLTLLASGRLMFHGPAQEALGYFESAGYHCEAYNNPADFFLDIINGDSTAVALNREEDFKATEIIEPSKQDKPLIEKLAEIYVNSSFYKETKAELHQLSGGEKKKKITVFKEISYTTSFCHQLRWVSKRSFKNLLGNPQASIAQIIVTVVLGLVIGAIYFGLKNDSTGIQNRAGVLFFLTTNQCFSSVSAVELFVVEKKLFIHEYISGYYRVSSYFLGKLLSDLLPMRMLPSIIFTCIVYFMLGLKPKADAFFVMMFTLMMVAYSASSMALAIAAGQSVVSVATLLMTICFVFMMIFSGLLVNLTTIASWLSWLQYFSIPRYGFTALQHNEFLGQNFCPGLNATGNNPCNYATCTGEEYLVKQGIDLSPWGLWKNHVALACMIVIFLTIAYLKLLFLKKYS
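material = IgMXP3 (ABCG2) plus far-red-tagged CCRF-Adr (ABCB1) cells | amount = 3 million cells/mL, equal mix of both lines | also added = JC-1 transporter substrate | dosing = one concentration, 6.6 µM final | schedule = 10 min at 25 °C | measured by = flow cytometric JC-1 green MFI at 530 nm | read-out basis = percent efflux inhibition, scaled nicardipine 100% to DMSO 0%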
An asterisk follows results filed as active; ? = inconclusive; . = no result given.

item	mol	Rab2 wt GTP	Rac1 wt GTP bind	ABCB1 inh	Cdc42 wt GTP	GSH fluor	Rac1 act GTP bind	Rab7 wt GTP bind	ABCG2 block	Pf gamet viab	Avidin bead fluor	HRas wt GTP
1	O=C(CN(c1cccc(C(F)(F)F)c1)S(=O)(=O)c1ccccc1)N1CCOCC1	104	103	1.1	105	17	102	103	8	.	21	104
2	CCOC(=O)c1sc2nc(SC)nc(-c3ccc(Cl)cc3)c2c1N	102	110	0.1	105	16	103	103	18	.	13	105
3	O=C(Cn1nnc(-c2ccccc2Cl)n1)N1CCN(S(=O)(=O)c2ccc(Cl)cc2)CC1	100	102	0.6	100	15	99	101	0	-3	20	100
4	O=C(CN1CCCCCC1)Nc1ccc(Br)cc1Br	101	101	0.1	102	28	100	104	1	.	6	101
5	O=C(NC(=O)c1ccccc1)NC(=O)c1ccccc1	99	99	-0.1	102	46	98	99	15	15	12	100
6	c1ccc(CCNc2ccc3nncn3n2)cc1	102	103	0.5	102	15	100	99	8	.	24	102
7	Cc1ccc(NC(=O)Cn2nc(C)c3ccccc3c2=O)cc1	102	104	1.0	102	17	98	104	6	.	19	102
8	CC(=O)Nc1ccc2c(c1)n(C)c(=O)n2C	100	99	-0.2	107	42	96	100	1	.	12	102
9	Cc1cc(C(=O)NNC(=S)NCC(C)C)cs1	100	104	0.3	101	17	101	100	-1	.	16	101
10	Cc1cccc(C(=O)OC(C)CN2CCOCC2)c1 (stereo not given)	99	98	-0.1	97	11	97	105	-2	-5	22	101
11	C=CCNC(=O)COC(=O)c1nc2nccc(C)n2n1	100	98	0.1	103	16	98	103	0	-7	9	99
12	S=C(NC1CCCC1)N1CCN(C/C=C/c2ccccc2)CC1	96	94	-0.4	96	14	92	97	6	20	10	96
13	NC(=O)c1cc(C(=O)c2ccc(Cl)cc2)c[nH]1	94	94	0.3	94	10	95	95	23	11	11	92
14	CCCCC(=O)Nc1ccc2oc(-c3cccnc3)nc2c1	99	98	0.1	100	33	99	97	15	-4	9	98
15	Cc1ccc(-c2c[n+](Cc3ccc(Cl)c(Cl)c3)c3n2CCC3)cc1	102	108	0.5	105	11	100	98	1	32	11	101
16	O=S(=O)(c1ccc2c(c1)OCCO2)N1CCN(Cc2ccccc2)CC1	102	98	0.3	98	12	97	104	0	.	20	102
17	CCOC(=O)c1c(-c2cccc([N+](=O)[O-])c2)csc1NC(=O)CCCOc1ccccc1	94	99	1.3	103	10	97	97	20	-18	11	99
18	CCOC(=O)C1=C(C)N(CC(C)C)C(=O)/C1=C\c1ccc(OCC(=O)Nc2ccccc2)cc1	96	99	1.1	98	6	97	97	2	7	12	97
19	Cn1c(SCC(=O)OC2CCCCC2)nnc1-c1ccco1	100	106	0.2	102	29	101	99	1	-6	19	100
20	CN1CCCCc2c1nc1c(c2N)CCCC1	99	101	-0.1	101	4	97	99	0	.	7	100
21	CCOc1ccc(NC(=O)CN2CCN(CC(=O)Nc3cc(OC)cc(OC)c3)CC2)cc1	95	96	0.5	95	11	96	93	2	1	6	94
22	CCOc1ccccc1NC(=O)C1CCCN(C(=O)NCc2ccccc2)C1 (stereo not given)	99	98	0.3	101	37	97	99	8	-28	6	99
23	CC1CCN(c2nc3c(c(=O)[nH]c(=O)n3C)n2CCCc2ccccc2)CC1	99	103	1.4	101	14	99	98	3	.	7	101
24	Cc1ccccc1Cn1ccc(NC(=O)c2cnn3c(C(F)(F)F)cc(-c4ccco4)nc23)n1	102	105	1.6	103	26	99	100	5	.	6	101
25	COc1nc(-c2ccccc2)ccc1-c1noc(-c2ccccc2)n1	94	96	-0.3	96	29	95	94	-1	.	10	95
26	COC(=O)Cc1ccc(NC(=S)NCc2ccccc2)cc1	100	105	0.1	109	16	101	99	2	10	6	102
27	CCOC(=O)c1sc(N)c(C#N)c1COC(=O)CNC(=O)c1ccccc1	105	100	-0.1	105	16	100	109	1	.	16	105
28	CCOC(=O)N/N=C(/C)c1ccc([N+](=O)[O-])o1	96	99	0.2	97	8	96	99	2	-15	28	101
29	Cc1nc(SCC(=O)NC(=O)NC2CCCCC2)nc(C)c1C	95	95	0.7	93	11	95	99	3	13	6	94
30	CC(=O)NC(c1ccc(Cl)cc1)c1c(O)ccc2ccc(O)cc12 (stereo not given)	98	96	1.3	96	25	94	102	8	6	11	96
31	C=CCn1c(SCC(=O)Nc2ccc3c(c2)OCO3)nc2ccccc2c1=O	99	101	1.7	101	36	101	96	26	.	13	98
32	C/C(=N\OCc1ccccc1C#N)c1cc2ccccc2o1	93	94	0.8	97	13	92	97	7	-8	10	93
33	COc1ccc(/C(C)=N/NC(=O)c2ccc(CSc3nncn3C)cc2)cc1	96	100	-0.7	99	23	98	93	0	-12	6	96
34	Cn1cc(-c2ccccc2C(N)=O)c(=O)c2cc(Cl)ccc21	94	93	2.0	94	23	95	94	6	14	21	93
35	Cn1c(CCNC(=O)c2ccco2)nc2cc(NS(=O)(=O)c3ccc(Cl)cc3)ccc21	100	104	0.6	101	42	99	101	1	-16	6	101
36	COc1ccc(OC)c(-c2cc(C(=O)Nc3c(C)nn(Cc4ccc(Cl)cc4)c3C)no2)c1	100	103	0.3	101	22	99	99	16	.	21	100
37	COc1ccc(Cl)cc1NC(=S)N(Cc1cccnc1)Cc1ccco1	?	?	0.9	?	11	?	?	5	5	24	?
38	CN(C)c1nc(N)nc(Nc2ccccc2C#N)n1	98	102	0.6	98	53	99	100	6	11	7	100
39	Cc1c(N=C2SCC(=O)N2/N=C/c2ccccc2Cl)c(=O)n(-c2ccccc2)n1C	100	109	0.1	107	54	102	99	10	.	8	101
40	CC(N=c1ccccn1C(=O)Nc1ccc(F)cc1)c1ccco1 (stereo not given)	104	102	0.3	105	20	100	98	2	-1	8	103
41	N#Cc1ccc(OCC(=O)N2CCN(S(=O)(=O)c3cccs3)CC2)cc1	99	100	0.5	102	29	98	101	2	-30	41	99
42	Cc1cc(C)c(C)c(S(=O)(=O)N2C(=S)NC(=O)C2CC(C)C)c1C (stereo not given)	103	99	0.2	104	24	97	96	0	-10	14	104
43	CC(=O)NC1=NN(C(C)=O)C2(CCCCC2)S1	102	108	0.3	103	14	99	104	1	.	6	103
44	CCOc1ccc(OCC)c(NC(=O)C2CCCN(S(=O)(=O)c3cccs3)C2)c1 (stereo not given)	99	98	1.3	94	6	96	98	6	-7	10	98
45	Cc1ccc(NC(=O)/C=C/c2ccc3c(c2)OCO3)cc1S(=O)(=O)N1CCOCC1	92	92	-8.3	96	21	97	97	-20	-8	12	97
46	Brc1ccccc1-c1nnc(-c2cccnc2)o1	100	101	-0.2	99	45	96	101	10	16	11	104
47	CC(=O)N(CCCc1ccc(C(C)(C)C)cc1)CCCN(C)C	101	110	0.5	105	16	101	98	1	.	6	101
48	CCOc1ccc2c(c1)C(C)=CC(C)(C)N2S(=O)(=O)c1ccc(C)cc1	97	99	0.2	97	12	96	104	10	-7	14	97
49	O=C(CSc1c2c(nc3cc(Cl)ccc13)CCCC2)NCCN1CCOCC1	97	107	1.8	99	18	95	100	7	0	11	96
50	Cc1cc(O)c(/C=N/c2ccccn2)c(=O)o1	103	103	1.0	102	29	100	100	4	.	5	102

Following part:
item	mol	Rab2 wt GTP	Rac1 wt GTP bind	ABCB1 inh	Cdc42 wt GTP	GSH fluor	Rac1 act GTP bind	Rab7 wt GTP bind	ABCG2 block	Pf gamet viab	Avidin bead fluor	HRas wt GTP
51	CCOc1ccc2nc(Cl)c(C3CC(c4ccccc4)=NN3C(=O)c3ccco3)cc2c1 (stereo not given)	97	103	1.4	101	9	98	96	4	.	14	97
52	CS(=O)(=O)N(CC(=O)NCCSCc1ccco1)c1ccc(Cl)cc1	101	100	0.3	101	9	97	108	1	.	10	103
53	CCOc1ccc2[nH]c(=O)c(CN(Cc3cccs3)Cc3nnnn3C(C)(C)C)cc2c1	100	100	7.3	98	15	98	98	24	0	16	97
54	CCOc1ccc(/C=N/NC(=O)c2ccccc2NC(=O)c2ccc(OC)cc2)cc1	95	100	-0.5	94	4	98	94	-4	.	1	96
55	CCc1c(C(=O)Nc2ccccc2)c(C)[nH]c(=S)c1C#N	94	100	-1.3	97	8	96	87	-3	-3	6	95
56	CC(=O)c1cccc(NC(=O)N2CCCC2C(=O)Nc2cc(C)ccc2C)c1 (stereo not given)	99	105	0.9	100	10	101	102	6	-3	18	100
57	O=C(Nc1ccccc1)C(=O)Nc1ccccn1	94	92	0.3	96	38	94	96	3	.	10	97
58	CCOc1ccccc1Oc1c(C)oc2cc(OC(=O)c3ccco3)ccc2c1=O	101	101	0.8	103	9	98	100	3	.	25	101
59	Cc1ccccc1-c1noc(-c2ccccc2F)n1	100	101	2.8	98	43	99	95	9	.	12	100
60	CCN(CC)S(=O)(=O)c1csc(C(=O)NCc2ccccc2)c1	99	102	0.0	100	27	98	98	1	6	12	100
61	c1ccc2c(Nc3ccc4c(c3)OCCO4)c3c(nc2c1)CCCC3	95	99	2.1	96	17	99	87	1	4	5	95
62	COc1ccc(N2CC(C(=O)Nc3ccc(S(=O)(=O)Nc4nccs4)cc3)CC2=O)cc1 (stereo not given)	98	91	0.6	98	11	93	101	2	-9	19	96
63	Nc1nc(-c2ccco2)nn1C(=O)c1ccc([N+](=O)[O-])cc1	96	96	0.1	95	18	95	96	2	-2	9	95
64	CCC(=O)NC(NC(=S)Nc1c(C)n(C)n(-c2ccccc2)c1=O)C(Cl)(Cl)Cl (stereo not given)	100	104	-0.2	102	11	101	102	-5	2	23	101
65	Fc1ccc2nc(Nc3nc4c(F)cc(F)cc4s3)sc2c1	98	100	-2.6	98	15	95	97	11	6	16	97
66	CCCCN(CCCC)CCCNC(=O)c1ccc2nc(-c3ccccc3NC(C)=O)c(=O)[nH]c2c1	94	98	-0.1	96	11	95	95	16	.	11	93
67	Cc1ccc(C(=O)OCc2nnc(-c3ccccc3)o2)o1	98	103	0.4	101	23	98	98	11	-1	11	99
68	O=S(=O)(NCCc1cn2ccccc2n1)c1ccc(F)c(C(F)(F)F)c1	101	110	-0.2	105	14	101	103	-1	.	16	102
69	CCN(CC)Cc1c(O)ccc2c(-c3ccccc3)cc(=O)oc12	101	103	1.0	98	25	100	100	4	14	8	100
70	COc1ccc(C(=O)NCCN2CCOCC2)c(OC)c1OC	98	102	1.0	102	18	99	97	3	-8	7	98
71	CC(C)CCNC(=O)c1cccc(S(=O)(=O)N2CCc3ccccc32)c1	93	96	1.2	94	24	94	96	5	.	27	94

Assay outcomes deposited in PubChem BioAssay by several laboratories.
